IL2 activator: qHTS of IL-2 Activators; hit rate 0.065% among 360,000; AID 652025, 2013; activation, % (series mostly up to about 46 µM); IL-2 activation reporter assay, cell-based qHTS; stimulated with anti-CD3/CD4/CD28 beads; in transgenic mouse T cells; in the data active means activation above about 50%; inconclusive means mostly about 30% to 49%; further: 0% is about no effect
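Readout: EGFP and DsRed signals by fluorescent plate cytometry. Unstimulated transgenic mouse T cells received compound 60 min before antibody-bead stimulation, then incubated 18 h at 37 degrees C.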
EPAC1 antag: qHTS for Antagonist of cAMP-regulated guanine nucleotide exchange factor 3 (EPAC1): primary screen. Rap guanine nucleotide exchange factor 3 (Homo sapiens), O95398. Potency, µM (top dose mostly 115 µM), inactives show top-dose activity change, negative = inhibition, usual class: inhibitors. AID 720709, 2013. EPAC1 GEF assay, Rap1b-BODIPY-GDP exchange fluorescence. hit rate 0.14% among 360,000;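 further: potency means the concentration at half of the fitted maximal effect; plate controls were vehicle for no effect and positive control for full effect; nearly all actives have a fitted effect of over 50% in size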
PTHR1 ag: qHTS for PTHR1 Agonists: Primary Screen; Parathyroid hormone/parathyroid hormone-related peptide receptor (Homo sapiens), Q03431; HEK293 GP2 PTHR1 cells, GloSensor cAMP luminescence, 1 h; Potency, µM (doses to about 115 µM), inactives show at the top dose activation, hits mostly activators; hit rate 0.075% among 410,000; further: potency means the concentration at half of the fitted maximal effect; nearly all actives have a fitted effect of over 55% in size; some results filed as inactive show a strong effect at the top dose; inactives centre near -15; many of its hits are not listed in these tables
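HEK-293-derived GP2 cells expressing PTHR1 and a GloSensor cAMP reporter, 3,000/well, plated overnight, given luciferin plus IBMX (each 0.5 mM as added) for 1 h at 37 °C, then compound for 1 h at 37 °C. Luminescence was read after 15 min at room temperature.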
PI5P4K alpha inh: qHTS for Inhibitors of phosphatidylinositol 5-phosphate 4-kinase (PI5P4K). PI5P4Kalpha enzyme, ADP-Glo luminescence, 60 min; active compounds read low. max response, %. hit rate 1.2% among 330,000. AID 652105, 2013; active means max response of -50% or lower; inconclusive means between -30% and -50%; inactive means -30% or higher; further: value at the top dose of about 77 µM; on the % scale 0 is the no-effect control and ±100 the full control effect
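Quantitative HTS of the MLSMR library against PI5P4Kalpha with substrate. ATP added last at 5 microM final; room temperature, 60 minutes. Remaining ATP depleted, ADP converted and read as luminescence.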
GLP-1R inv ag: qHTS of GLP-1 Receptor Inverse Agonists (Inhibition Mode); AID 624417, 2012; hit rate 1.6% among 410,000; HEK293 GLP-1R CRE-luciferase, luminescence, 24 h; GLP-1R form is constitutively active; Glucagon-like peptide 1 receptor (Homo sapiens), P43220; Potency, µM (series often up to 38.3 µM), for the others: at the top dose activity change, negative = inhibition, actives largely listed as inhibitors; further: potency means the concentration at half of the fitted maximal effect; on the % scale 0 is the no-effect control and ±100 the full control effect; nearly all actives have a fitted effect of over 55% in size
Target sequence (P43220 whole entry, looked up): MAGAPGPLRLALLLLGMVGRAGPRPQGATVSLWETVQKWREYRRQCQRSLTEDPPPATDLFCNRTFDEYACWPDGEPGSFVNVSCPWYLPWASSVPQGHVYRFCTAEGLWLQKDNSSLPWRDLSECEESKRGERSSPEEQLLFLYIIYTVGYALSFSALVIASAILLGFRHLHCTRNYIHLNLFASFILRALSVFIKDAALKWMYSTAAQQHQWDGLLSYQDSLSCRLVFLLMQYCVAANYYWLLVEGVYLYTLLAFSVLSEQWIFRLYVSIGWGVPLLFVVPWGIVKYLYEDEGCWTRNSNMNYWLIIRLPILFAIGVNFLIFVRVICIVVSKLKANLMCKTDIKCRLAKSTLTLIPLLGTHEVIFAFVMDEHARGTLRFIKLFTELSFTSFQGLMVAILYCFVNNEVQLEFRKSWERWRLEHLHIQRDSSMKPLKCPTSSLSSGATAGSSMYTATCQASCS
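qHTS in 1536-well format: reporter HEK293 cells expressing constitutive GLP-1R activity in DMEM + 10% Nu serum, 24 hr with compounds at 37 deg C, luminescence read after 12 min with detection reagent.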
GLP1R cytotox: qHTS of GLP-1 Receptor Inverse Agonists: Cytotox Screen; AID 624418, 2012; hit rate 0.13% among 410,000; Potency, µM (doses to about 38.3 µM), inactives show top-dose activity change, negative = inhibition, hits mostly inhibitors; HEK293 cAMP-luciferase reporter cells, luminescence, 24 h;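 further: loss of luciferase light is scored as toxicity; potency means the concentration at half of the fitted maximal effect; on the % scale 0 is the no-effect control and ±100 the full control effect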
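Here, cytotoxicity is scored as loss of luminescence. The MLSMR collection was tested on cells seeded in medium containing 10% Nu serum, with a 24 hr compound exposure preceded by 12 hours of culture.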
EPAC1 ag: qHTS for Agonist of cAMP-regulated guanine nucleotide exchange factor 3 (EPAC1): primary screen. EPAC1 agonist qHTS, biochemical assay; response scale: 100% = response to 6.5 mM cAMP. Potency, µM (highest dose often 154 µM), for inactives: at the highest dose activation, most hits filed as activators. hit rate 0.073% among 360,000; further: potency means the concentration at half of the fitted maximal effect; nearly all actives have a fitted effect of over 60% in size
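Nucleotide exchange assay: 100 nM EPAC1 with 250 nM Rap1B loaded with BODIPY-GDP and 50 uM GDP, room temperature. Fluorescence (480/540 nm) read every 5 min for 30 min; signal change normalized to 6.5 mM cAMP as full agonist.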
GLP-1R agonist: qHTS of GLP-1 Receptor Agonists; Glucagon-like peptide 1 receptor (Homo sapiens), P43220; HEK293 GLP-1R CRE-luciferase, luminescence, 4-6 h; cells express a hypersensitive GLP-1R form; Potency, µM (top dose mostly 45.6 µM), for inactives: at the top dose activation, hits mostly activators; hit rate 0.007% among 380,000; AID 624172, 2012; further: potency means the concentration at half of the fitted maximal effect; % of control where 0% means no effect
PLK1 PBD block: qHTS for Inhibitors of PLK1-PDB (polo-like kinase 1 - polo-box domain): Primary Screen; Plk1 PBD binding of FITC phosphopeptide, fluorescence polarization; hit rate 2.8% among 360,000; Serine/threonine-protein kinase PLK1 (Homo sapiens), P53350; Potency, µM, for inactives: max response, negative = inhibition, actives largely listed as inhibitors; further: potency means the concentration at half of the fitted maximal effect; series mostly up to about 57 µM; on the % scale 0 is the no-effect control and ±100 the full control effect; nearly all actives have a fitted effect of over 65% in size
Target sequence (P53350 whole entry, looked up, the tested form may be a part): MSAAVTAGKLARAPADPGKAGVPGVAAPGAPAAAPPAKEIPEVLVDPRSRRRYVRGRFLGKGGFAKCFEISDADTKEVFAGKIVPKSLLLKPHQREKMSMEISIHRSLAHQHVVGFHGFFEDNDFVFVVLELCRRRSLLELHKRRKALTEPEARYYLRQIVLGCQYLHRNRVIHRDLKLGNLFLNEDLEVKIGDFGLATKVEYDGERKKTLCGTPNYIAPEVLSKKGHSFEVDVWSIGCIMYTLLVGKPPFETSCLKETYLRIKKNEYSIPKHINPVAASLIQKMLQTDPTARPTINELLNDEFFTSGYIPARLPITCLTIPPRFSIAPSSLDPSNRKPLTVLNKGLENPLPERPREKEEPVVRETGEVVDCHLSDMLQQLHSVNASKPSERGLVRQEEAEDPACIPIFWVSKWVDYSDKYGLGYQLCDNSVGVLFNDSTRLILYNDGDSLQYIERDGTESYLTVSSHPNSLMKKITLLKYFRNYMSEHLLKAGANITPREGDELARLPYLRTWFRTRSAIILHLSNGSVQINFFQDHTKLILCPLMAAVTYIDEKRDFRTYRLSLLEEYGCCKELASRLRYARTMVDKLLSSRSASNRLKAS
Active calls of the source: *; i = inactive; ? = inconclusive; / = no result given; & = joins results of further samples; [ ] = dose if it differs, or a comment. Unless noted, the call rests on the fitted dose curve; in most records, active means well fitted curve in the direction sought with a large enough effect; inconclusive means small, poorly fitted or top-dose-only effect, or another doubt; inactive means no such curve, though single readings can be large; an effect the other way counts as inactive or inconclusive. These rows are one share of the data. The share of hits here may be higher or lower than overall.

SMILES	IL2 activator	EPAC1 antag	PTHR1 ag	PI5P4K alpha inh	GLP-1R inv ag	GLP1R cytotox	EPAC1 ag	GLP-1R agonist	PLK1 PBD block
O=C(OCC(=O)N1CCN(c2ccccc2)CC1)c1ccc2ccccc2n1	-2.1	-3%	-1%	/	-4%	1%	4%	-2%	-4%
Cc1[nH]c2ccc(-c3n[nH]c(=S)n3-c3ccccc3)cc2c1C	-0.7	7%	i	-19	33%[activator]	6%	2%	-2%	-14%
COc1cc2ccccc2nn1	-4.1	?	i	5	9%	132%[activator]	-4%	7%	-17%
Cc1cc(NC(=O)CSc2nnc(-c3ccccc3F)n2N)no1	0.5	-9%	-5%	-15	1%	-4%	5%	0%	-4%
CCN(CC)C(=O)N(CC)Cc1ccccc1	0.8	-7%	i	2	5%	1%	9%	8%	-8%
c1cncc(-c2csc(-c3cccnc3)n2)c1	-4.0	2%	i	-4	95%[activator]	-17%	1%	12%	6%
CN(C(=O)CSc1nnc(CN2CCCC2)n1Cc1ccccc1)c1ccccc1	-3.8	9%	i	-3	-22%	-3%	-13%	2%	-3%
O=C(Nc1nnc([C@@H]2C[C@H](O)[C@@H](CO)O2)s1)c1ccccc1Cl	0.6	-7%	-8%	7	14%	6%	-9%	-1%	5%
COc1cc(CNc2nc3ccccc3n2C)cc(OC)c1OC	1.0	-4%	-1%	-1	-1%	-1%	-3%	5%	-8%
CC(CCc1ccccc1)NC(=O)c1ccc2nc(N3CCOCC3)sc2c1 (configuration not stated)	2.6	-8%	-82%[inhibitor]	9	14%	11%	3%	10%	-13%
O=C(Nc1nncs1)c1ccc(F)c(S(=O)(=O)N2CCCCC2)c1	0.0	-4%	i	1	8%	-7%	-11%	-1%	0%
CCCNC(=O)Cn1nc([N+](=O)[O-])c([N+](=O)[O-])c1C	1.4	-2%	i	0	18%	-3%	8%	-2%	-13%
Cc1cc(/C=N/Nc2ccc([N+](=O)[O-])cn2)c(C)n1-c1ccc(C(=O)O)cc1	-2.3	?	i	-84*	26%	-31%	13%	10%	-14%
O=c1c(-c2cc(-c3ccccc3)nc3c2COc2ccccc2-3)coc2ccc(Cl)cc12	/	/	25%	/	14%	2%	/	0%	/
O=C(CCc1c[nH]c2ccccc12)NCc1ccc2c(c1)OCO2	-4.2	-15%	i	-4	0%	8%	-1%	11%	1%
COCCCNC(NC(=O)c1ccc(Cl)cc1)C(Cl)(Cl)Cl (configuration not stated)	0.8	3%	-16%[57.5 µM]	1	?	11%	0%	21%	-7%
Cc1ccc(Cn2c(=O)cc(C(=O)O)c3ccccc32)cc1	-2.0	-3%	-8%[57.5 µM]	/	0%	-4%	-2%	-3%	-5%
COc1ccc(NC(=O)Nc2ccc(N(C)C)cc2)cc1	?	-1%	-7%	-12	0%	-11%	3%	-9%	-6%
CC(C)CC(CO)N1CCN(C(=O)c2ccc(Cl)c(Cl)c2)CCC1=O (configuration not stated)	-0.2	14%	i	0	9%	-34%	-11%	-1%	-5%
COc1ccc(C2C(C(=O)Nc3cccnc3)=C(C)Nc3nc(SCc4ccccc4)nn32)cc1 (configuration not stated)	/	/	-17%	/	12%	-1%	/	-1%	/
CCC(=O)Nc1nnc(SCc2ccc(F)cc2)s1	-0.3	9%	-1%	-5	10%	-11%	-4%	-9%	-4%
CN(CC(=O)Nc1c(Cl)cccc1Cl)C(=O)c1cc(-c2cccs2)nn1-c1ccccc1	1.5	1%	-14%	4	?	-24%	6%	-5%	3%
O=C(O/N=C1\CCS(=O)(=O)c2sccc21)C1CC1	1.7	-28%	i	0	5%	-12%	6%	6%	-1%
CC(=NO)c1ccc2c(c1)Cc1cc([N+](=O)[O-])ccc1-2	-5.3	-27%	-22%	-70*	69%[activator]	-5%	5%	19%	4%
Cc1ccc(CCNC(=O)CNC(=O)c2cccs2)cc1	-0.5	-14%	-4%	-3	-2%	-2%	3%	2%	-2%
NCC[C@H](O)C(=O)N[C@@H]1C[C@H](N)[C@@H](O[C@H]2O[C@H](CN)[C@@H](O)[C@H](O)[C@H]2O)[C@H](O)[C@H]1O[C@H]1O[C@H](CO)[C@@H](O)[C@H](N)[C@H]1O	-0.1	-3%	i	-18	2%	-8%	-1%	10%&-2%	0%
Cc1ccc(-n2c(CNc3ccc(F)cc3)nnc2SCC(=O)NCc2ccco2)cc1	1.3	-12%	i	1	0%	-6%	0%	-2%	-6%
CC(O)[C@H]1CNCCN1CC1(c2ccccc2)CC1 (some centres not stated)	-1.9	-4%	i	0	-2%	8%	-8%	-6%	-1%
CC(=O)NS(=O)(=O)c1ccc(N2C(=O)c3ccccc3C2=O)cc1	-0.3	8%	i	1	8%	7%	3%	5%	-9%
CC(C)C(=O)NC(Nc1cccc([N+](=O)[O-])c1)C(Cl)(Cl)Cl (configuration not stated)	-1.9	2%	-14%	1	?	-8%	8%	11%	-1%
CCCCCC(=O)N/N=C/c1cccs1	-2.8	5%	-4%[57.5 µM]	/	0%	-1%	-3%	8%	-1%
COc1cccc(COC(=O)C2CCN(S(=O)(=O)c3cccs3)CC2)c1OC	0.2	?	i	-2	4%	-5%	?	27%	-7%
O=S(=O)(c1cccs1)N1CN(Cc2ccc(Cl)cc2)c2nc3ccccc3nc21	0.6	10%	-4%[57.5 µM]	-1	1%	-8%	6%	-5%	-1%
c1ccc(CCCN2CCOCC2)cc1	-4.0	-8%	2%	0	4%	6%	-7%	0%	-9%
O=C(Nc1ccc(Cl)c(Cl)c1)c1ccc(Cl)c(Cl)c1	-0.9	-1%	-29%	18	15%	2%	7%	1%	-5%
COc1ccc(/C=N/NC(=O)c2cccc(OC(F)(F)C(F)F)c2)cc1O	-0.9	-2%	-9%	8	?	-19%	-11%	4%	2%
O=C1NC[C@H](Cc2ccccc2)N(C[C@@H]2CCCN2C[C@H](Cc2ccc(O)cc2)N2C[C@H](Cc3ccccc3)N(CC3CCCCCC3)C(=O)C2=O)C1=O	-0.8	-11%	i	-14	?	-32%	-10%	0%	-12%
N#Cc1ccsc1NC(=O)C1CCN(C(=O)c2ccc(F)cc2)CC1	0.1	13%	-31%	-29	-17%	1%	0%	-1%	-6%
Cc1c(C#N)c(O)[nH]c(=O)c1N=Nc1ccc(Cl)c(C(=O)O)c1	0.4	-8%	-12%	-7	13%	0%	3%	0%	4%
C/C(=N\NC(=O)CCc1ccccc1)c1ccc(Br)cc1	-2.6	-3%	-5%	20	-2%	10%	-1%	23%	-13%

9 structures out of the list, arranged by length of the SMILES, smallest number first.
SMILES	IL2 activator	EPAC1 antag	PTHR1 ag	PI5P4K alpha inh	GLP-1R inv ag	GLP1R cytotox	EPAC1 ag	GLP-1R agonist	PLK1 PBD block
c1ccc(CCCN2CCOCC2)cc1	-4.0	-8%	2%	0	4%	6%	-7%	0%	-9%
C/C(=N\NC(=O)CCc1ccccc1)c1ccc(Br)cc1	-2.6	-3%	-5%	20	-2%	10%	-1%	23%	-13%
O=C(Nc1ccc(Cl)c(Cl)c1)c1ccc(Cl)c(Cl)c1	-0.9	-1%	-29%	18	15%	2%	7%	1%	-5%
N#Cc1ccsc1NC(=O)C1CCN(C(=O)c2ccc(F)cc2)CC1	0.1	13%	-31%	-29	-17%	1%	0%	-1%	-6%
CC(=O)NS(=O)(=O)c1ccc(N2C(=O)c3ccccc3C2=O)cc1	-0.3	8%	i	1	8%	7%	3%	5%	-9%
Cc1c(C#N)c(O)[nH]c(=O)c1N=Nc1ccc(Cl)c(C(=O)O)c1	0.4	-8%	-12%	-7	13%	0%	3%	0%	4%
CC(C)C(=O)NC(Nc1cccc([N+](=O)[O-])c1)C(Cl)(Cl)Cl (configuration not stated)	-1.9	2%	-14%	1	?	-8%	8%	11%	-1%
O=S(=O)(c1cccs1)N1CN(Cc2ccc(Cl)cc2)c2nc3ccccc3nc21	0.6	10%	-4%[57.5 µM]	-1	1%	-8%	6%	-5%	-1%
O=C1NC[C@H](Cc2ccccc2)N(C[C@@H]2CCCN2C[C@H](Cc2ccc(O)cc2)N2C[C@H](Cc3ccccc3)N(CC3CCCCCC3)C(=O)C2=O)C1=O	-0.8	-11%	i	-14	?	-32%	-10%	0%	-12%

Further results follow.
SMILES	IL2 activator	EPAC1 antag	PTHR1 ag	PI5P4K alpha inh	GLP-1R inv ag	GLP1R cytotox	EPAC1 ag	GLP-1R agonist	PLK1 PBD block
CC(C)(C)OC(=O)N1CCC[C@H]1C(=O)Nc1ccc(C#N)cc1	0.2	?	i	1	19%	0%	0%	6%	-9%
CCN1CCN(C(=S)NCC(C)C)CC1	-0.7	-4%	i	-7	1%	-4%	3%	-3%	7%
O=C(CN1C(=O)NC2(CCCCCC2)C1=O)c1ccc(F)cc1	0.8	0%	-24%	-8	-4%	-12%	-2%	-5%	0%
COc1cc(OC)cc(C(=O)NNS(=O)(=O)c2ccc(F)cc2)c1	-0.3	4%	21%	-2	-3%	10%	2%	-4%	-11%
